Screening results as filed in PubChem.
14-3-3g Raf: modulators of 14-3-3 gamma protein binding, primary screen, biochemical, fluorescence polarization | inhibition, % at 40 µM | FP, 14-3-3gamma / TMR-pS259-Raf peptide binding | 14-3-3 protein gamma (Homo sapiens), P61981 | 0.19% of 160,000 active; in the data active means inhibition above about 30%;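 further: 0% = protein plus tracer without compound and 100% = blank with tracer alone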
Target sequence (P61981 whole entry, looked up): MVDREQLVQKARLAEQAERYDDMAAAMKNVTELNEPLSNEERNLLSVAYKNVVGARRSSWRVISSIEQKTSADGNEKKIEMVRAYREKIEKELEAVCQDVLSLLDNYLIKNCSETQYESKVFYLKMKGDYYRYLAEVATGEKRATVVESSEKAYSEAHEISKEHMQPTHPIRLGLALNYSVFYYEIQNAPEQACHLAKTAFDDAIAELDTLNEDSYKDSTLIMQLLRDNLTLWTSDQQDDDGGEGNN
* hit, by the source's call; & = joins results of further samples. An excerpt (hit frequency here may not be typical).

`COc1ccc(C(=O)CSc2nnc(-c3ccc(OC)cc3)n2-c2ccccc2)cc1` gave 14-3-3g Raf 0.
`Cc1ncc([N+](=O)[O-])n1CCOC(=S)NC(=O)c1ccco1` gave 14-3-3g Raf -7.
`CC(C)(C)c1ccc(OCc2nnc3n2N=C(c2cccc([N+](=O)[O-])c2)CS3)cc1` gave 14-3-3g Raf 5.
`Cc1ccc(S(=O)(=O)N(CC(=O)NCCc2ccc(Cl)cc2)c2ccccc2C)cc1` gave 14-3-3g Raf 0.
`O=C(c1ccc2c(c1)OCO2)N1CCN=C1SCc1ccc(Cl)cc1` gave 14-3-3g Raf 5.
For CCC(c1nnnn1C(C)(C)C)N1CCN(C2CCCC2)CC1 (centres undefined) the results were 14-3-3g Raf 9.
O=C(COC(=O)c1ccc(Cl)c([N+](=O)[O-])c1)c1ccc(Br)cc1 was read as 14-3-3g Raf -13.
`CCN(CC)c1ccc(Nc2nc(-c3ccc(OC)cc3)cs2)cc1` gave 14-3-3g Raf 3.
For CCCCC1=NN(C(=O)CCc2ccccc2)C(O)(C(F)(F)F)C1 (centres undefined) the results were 14-3-3g Raf -6.
`Cc1c(Cl)cccc1Nc1nc(N)nc(CSCCO)n1` gave 14-3-3g Raf -9.
Screening O=C(NCCn1cc(SCc2cccc(F)c2)c2ccccc21)c1ccccc1F returned 14-3-3g Raf 1.
`Cc1cccc(OCc2nc(-c3ccc(Cl)cc3)no2)c1C` gave 14-3-3g Raf -2.

In the list so far, 2 contain an aryl methoxy group:
`COc1ccc(C(=O)CSc2nnc(-c3ccc(OC)cc3)n2-c2ccccc2)cc1` gave 14-3-3g Raf 0.
`CCN(CC)c1ccc(Nc2nc(-c3ccc(OC)cc3)cs2)cc1` gave 14-3-3g Raf 3.

Going on with the list:
For O=C(Oc1cccc2cccnc12)c1ccc(N2C(=O)C3CCCCC3C2=O)cc1 (centres undefined) the results were 14-3-3g Raf 1.
O=S(=O)(NC1CCCCC1Sc1ccccn1)c1ccc(Cl)cc1 (centres undefined) was read as 14-3-3g Raf -6.
Screening NC(=O)c1c(NC(=O)c2ccc(F)cc2)sc2c1CCCC2 returned 14-3-3g Raf -12.
`Cc1cccc(-c2nnc(-c3ccccc3)o2)c1` gave 14-3-3g Raf 2.
Cc1ccc(NC(=O)Cn2nc(-c3ccc(Cl)cc3)c3ccccc3c2=O)cc1 was read as 14-3-3g Raf 4.
`CC1=C(C(=O)OC2CCCCCC2)C(c2ccc(C)cc2)NC(=O)N1` (centres undefined) gave 14-3-3g Raf 7.
For CC(C)C(Nc1ccc(C(F)(F)F)cc1[N+](=O)[O-])C(=O)O (centres undefined) the results were 14-3-3g Raf 5.
Cc1nn(CCCC(=O)Nc2cc(Oc3ccc4oc5c(c4c3)CCCC5)cc([N+](=O)[O-])c2)c(C)c1[N+](=O)[O-] was read as 14-3-3g Raf -16.
For COc1ccc(CNC(=O)c2ccc3c(=O)n(CCC4=CCCCC4)c(=S)[nH]c3c2)cc1 the results were 14-3-3g Raf 4.
Cc1cccc(N2CCN(C(=O)CC3Nc4c5ccccc5nc(=S)n4C3=O)CC2)c1C (centres undefined) was read as 14-3-3g Raf -115.
`O=C(NCC(c1cccnc1)N1CCOCC1)c1ccc2c(c1)OCO2` (centres undefined) gave 14-3-3g Raf -7.
Screening O=C(NCCCN1CCOCC1)[C@@H]1CSC2c3ccccc3C(=O)N21 (some centres undefined) returned 14-3-3g Raf -4.
For O=C1CC(c2ccccc2)Cc2nc(NCc3ccco3)ncc21 (centres undefined) the results were 14-3-3g Raf -7.
CC(C)Cn1cc(C(=O)NC2CCCCCC2)c2c3ccccc3n(C)c2c1=O was read as 14-3-3g Raf -7.
`O=C1CC(c2ccco2)CC2=C1C1c3ccccc3C(=O)N1c1ccccc1N2` (centres undefined) gave 14-3-3g Raf -4&-4.
O=c1c2cc(N3CCOCC3)ccc2nc(SCc2cc(=O)n3cc(Cl)ccc3n2)n1Cc1ccccc1 was read as 14-3-3g Raf -14.
O=C(CCCCCN1C(=O)c2ccccc2C1=O)Nc1ccccc1 was read as 14-3-3g Raf -189.
Screening CCC(=O)N1CCc2cc(Br)cc(S(=O)(=O)Nc3ccc(C)c(C)c3)c21 returned 14-3-3g Raf -5.
For COc1ccccc1NC(=O)C1=C(C)NC2=C(C(=O)CC(c3ccc(OC)c(OC)c3)C2)C1c1cc(C)ccc1C (centres undefined) the results were 14-3-3g Raf 0.
Cc1ccc(-c2csc3ncn(CC(=O)Nc4ccccn4)c(=O)c23)cc1 was read as 14-3-3g Raf -8.
O=c1oc2ccc3ccccc3c2cc1-c1nc2ccccc2c(=O)[nH]1 was read as 14-3-3g Raf -3.
CC1CC(C)CN(S(=O)(=O)N2CCCC(C(=O)NCCCN3CCOCC3)C2)C1 (centres undefined) was read as 14-3-3g Raf 2.
`CCOc1ccc(S(=O)(=O)N2CCSC2c2ccccc2Cl)cc1` (centres undefined) gave 14-3-3g Raf 3.
CCOC(=O)C1=C(C)N(c2ccc(Br)cc2)C(=O)C1 was read as 14-3-3g Raf 1.

Some of these compounds in order of length of the SMILES, rising.
Screening NC(=O)c1c(NC(=O)c2ccc(F)cc2)sc2c1CCCC2 returned 14-3-3g Raf -12.
`CCOc1ccc(S(=O)(=O)N2CCSC2c2ccccc2Cl)cc1` (centres undefined) gave 14-3-3g Raf 3.
Screening O=C(NCCCN1CCOCC1)[C@@H]1CSC2c3ccccc3C(=O)N21 (some centres undefined) returned 14-3-3g Raf -4.

(further entries)
Cc1onc(-c2ccccc2)c1C(=O)NCC(C)NC(=O)c1c(-c2ccccc2)noc1C (centres undefined) was read as 14-3-3g Raf -7.
Screening CCOC(=O)C1=C(C)NC2=C(C(=O)c3ccccc32)C1c1ccc(C)c(Cl)c1 (centres undefined) returned 14-3-3g Raf -89.
Screening O=C(Nc1cccc2ccccc12)c1cc2ccccc2o1 returned 14-3-3g Raf -4.
For CCN1CCN(C(c2cccs2)C(C)NC(=O)c2ccccc2)CC1 (centres undefined) the results were 14-3-3g Raf -6.
`O=C(COC(=O)C12CC3CC(CC(C3)C1)C2)c1ccc(Br)cc1` gave 14-3-3g Raf -4.
Screening O=C(CSc1nccn1-c1ccc(Cl)cc1)Nc1ccc(OC(F)(F)F)cc1 returned 14-3-3g Raf -1.
`CCOc1ccc(C(=O)Nc2ccc3nn(-c4cccc(C(F)(F)F)c4)nc3c2)cc1Br` gave 14-3-3g Raf -24.
`CC(C)CN(CC(C)C)CC(O)Cn1c2ccccc2c2ccccc21` (centres undefined) gave 14-3-3g Raf 0.
Screening CC(C)(C)c1nnc2sc(SCCN3C(=O)c4ccccc4C3=O)nn2c1=O returned 14-3-3g Raf -1.
`Nc1ccc2nc(C=Cc3ccc(Cl)cc3)[nH]c2c1` gave 14-3-3g Raf 7.
For CCCCCNC(CC(=O)Nc1ccc(OC)cc1)C(=O)O (centres undefined) the results were 14-3-3g Raf -2.
`Cc1ccc(-c2nc(N3CCN(Cc4ccccc4)CC3)c3ccccc3n2)cc1` gave 14-3-3g Raf 3.
Screening CCOC(=O)c1cccnc1SCC(=O)NC(C)CC (centres undefined) returned 14-3-3g Raf -6&-2.
CCOC(=O)c1sc2nc(N)c(C#N)c(-c3ccc(OCC)cc3)c2c1N was read as 14-3-3g Raf -4.
Cc1occc1-c1nnc(SCC(=O)NCCc2ccccc2)n1C(C)c1ccccc1 (centres undefined) was read as 14-3-3g Raf -7.
For O=C(NCc1ccccc1)N(Cc1nc2ccccc2c(=O)[nH]1)C1CCCC1 the results were 14-3-3g Raf -5.
`CC(C)OC(=O)CN1CCN(S(=O)(=O)c2ccc(C(C)C)cc2)CC1` gave 14-3-3g Raf 0.
`CCOC(=O)C1=C(CSc2n[nH]c(N)n2)NC(=O)NC1C` (centres undefined) gave 14-3-3g Raf -3.
Cc1cc(NC(=O)CCC2COc3ccccc3O2)no1 (centres undefined) was read as 14-3-3g Raf -5.
CC(C)(O)C#Cc1ccc(C(=O)N2CCN(C(=O)c3ccco3)CC2)cc1 was read as 14-3-3g Raf 5.
O=C(COc1ccc(C23CC4CC(CC(C4)C2)C3)cc1)Nc1cccc([N+](=O)[O-])c1 was read as 14-3-3g Raf -77.
Cc1cc(=O)oc(C)c1C(=O)NCC1CCCO1 (centres undefined) was read as 14-3-3g Raf -1&8.
For O=C(CCc1ccccc1)Nc1ccc(-c2ccc([N+](=O)[O-])cc2)cc1 the results were 14-3-3g Raf -15.
C=CCOC(=O)C1=C(C)NC2=C(C(=O)CCC2)C1c1ccccc1OCC (centres undefined) was read as 14-3-3g Raf -4.
Screening O=C(c1nn2c(c1Cl)NC(c1cccs1)CC2C(F)(F)F)N(Cc1ccccc1)Cc1ccccc1 (centres undefined) returned 14-3-3g Raf -11.
For COC(=O)C(O)(CC(=O)Nc1cccc(SC)c1)C(F)(F)F (centres undefined) the results were 14-3-3g Raf 5.
CCS(=O)(=O)N1CCCC(C(=O)N2CCc3ccccc3C2)C1 (centres undefined) was read as 14-3-3g Raf -9.
Screening O=[N+]([O-])c1c(N2CCCCC2)ncnc1N1CCCCC1 returned 14-3-3g Raf 1.
`Cc1ccc(S(=O)(=O)N(CCC#N)CCC#N)cc1` gave 14-3-3g Raf 3.
For Cc1ccc(S(=O)(=O)Nc2nonc2C)cc1 the results were 14-3-3g Raf -5.
`O=C(Nc1cccc(-c2cn3ccsc3n2)c1)c1cc2ccccc2oc1=O` gave 14-3-3g Raf 1.
Screening COC(=O)c1c(NC(=O)COc2ccc(C)cc2C)sc2c1CCC(C)C2 (centres undefined) returned 14-3-3g Raf -8.
Screening CCCCCNc1ncnc2c1sc1nc3c(cc12)COC(C)(C)C3 returned 14-3-3g Raf -2.
Nc1ncn(C(=O)c2ccco2)n1 was read as 14-3-3g Raf 0&-1.
Screening Cc1cccc(CSC2=NCCN2C(=O)c2ccccc2Br)c1 returned 14-3-3g Raf -5.
For Cc1ccc(C(C)C)c(OCC(=O)N2N=C(CC(C)C)CC2(O)C(F)(F)F)c1 (centres undefined) the results were 14-3-3g Raf 1.
Cc1ccc2c(C)nc(Nc3nc(C)c(Cc4ccccc4)c(=O)[nH]3)nc2c1 was read as 14-3-3g Raf -8.
For Cc1cc(C)n(-c2nc3ccccc3nc2N2CCOCC2)n1 the results were 14-3-3g Raf -1.
For COCCSc1ccccc1C(=O)Nc1nncs1 the results were 14-3-3g Raf -2.
`CCOC(=O)c1c(-c2cccs2)csc1NC(=O)CCCC(=O)O` gave 14-3-3g Raf -3.
Screening CCOc1ccc2c(c1)sc1nc(-c3cc4c(ccc5ccccc54)oc3=O)cn12 returned 14-3-3g Raf -61.
Cc1ccc2nc(NC(=O)CSc3nc4c(c(=O)n3-c3ccc(F)cc3)SCC4)sc2c1 was read as 14-3-3g Raf -10.
COc1ccc2oc(=O)c(C(=O)Nc3ccc(C)cc3Br)cc2c1 was read as 14-3-3g Raf -3.
For Cc1c(-c2cccs2)[n+](=O)c2c(n1[O-])CCCC2 the results were 14-3-3g Raf -3.
COc1ccc(CNC(=O)c2c(O)c3cccc4c3n(c2=O)CCC4)cc1OC was read as 14-3-3g Raf -4.
Screening COc1cc(OC)cc(C(=O)OCc2cc3ccccc3[nH]c2=O)c1 returned 14-3-3g Raf -2.
Cc1ccc(C2CC(c3ccco3)n3nc(N)nc3N2)cc1 (centres undefined) was read as 14-3-3g Raf -4.
Screening O=C(OCCCN1C(=O)c2cccc3c(N4CCOCC4)ccc(c23)C1=O)c1cccc([N+](=O)[O-])c1 returned 14-3-3g Raf -21.

Entries from the list above containing a tert-butyl group (3):
`CC(C)(C)c1ccc(OCc2nnc3n2N=C(c2cccc([N+](=O)[O-])c2)CS3)cc1` gave 14-3-3g Raf 5.
For CCC(c1nnnn1C(C)(C)C)N1CCN(C2CCCC2)CC1 (centres undefined) the results were 14-3-3g Raf 9.
Screening CC(C)(C)c1nnc2sc(SCCN3C(=O)c4ccccc4C3=O)nn2c1=O returned 14-3-3g Raf -1.

Additional compounds follow:
For COC(=O)c1ccccc1NC(=O)C(CCS(C)(=O)=O)NC(C)=O (centres undefined) the results were 14-3-3g Raf 7.
Cc1ccc(NC(=O)CSc2nccn2-c2ccc(F)cc2)cc1 was read as 14-3-3g Raf -5.
`Cc1ccc(-c2nc3ccc(Br)cc3c(=O)o2)cc1` gave 14-3-3g Raf -3.
Screening COc1ccc(S(=O)(=O)NCCc2ccccc2)c2ccccc12 returned 14-3-3g Raf -7.
For COc1ccccc1C1NC(=O)NC(C)=C1C(=O)OCCC#N (centres undefined) the results were 14-3-3g Raf 2.
Screening C/C(N)=C(/C#N)C(=O)CSc1nc2cc(Cl)ccc2s1 returned 14-3-3g Raf -68.
For COc1ccc(NC(=O)c2sc(=S)n(-c3ccccc3)c2N)c(OC)c1 the results were 14-3-3g Raf -1.
For CC(=O)N1c2ccccc2NC2=C(C(=O)CC(c3ccccc3)C2)C1c1cccs1 (centres undefined) the results were 14-3-3g Raf -7.
For COc1ccc(CN(CCCN2CCOCC2)C(=O)Nc2ccccc2)cc1OC the results were 14-3-3g Raf -2.
For COc1cc(C2c3c(oc4cc(C)c(C)cc4c3=O)C(=O)N2c2cc(C)ccn2)ccc1O (centres undefined) the results were 14-3-3g Raf -3.
O=C(Nc1ccc(Cl)c(-c2nc3cc(Cl)ccc3o2)c1)c1ccccc1[N+](=O)[O-] was read as 14-3-3g Raf -151.
For COCC(=O)N(Cc1cc2ccccc2[nH]c1=O)c1ccccc1OC the results were 14-3-3g Raf -1.

Of the compounds above, three contain a COOH group.
For CC(C)C(Nc1ccc(C(F)(F)F)cc1[N+](=O)[O-])C(=O)O (centres undefined) the results were 14-3-3g Raf 5.
For CCCCCNC(CC(=O)Nc1ccc(OC)cc1)C(=O)O (centres undefined) the results were 14-3-3g Raf -2.
`CCOC(=O)c1c(-c2cccs2)csc1NC(=O)CCCC(=O)O` gave 14-3-3g Raf -3.

(continued)
For COc1ccc(C(=O)c2oc3ccc(OC)cc3c2N)cc1 the results were 14-3-3g Raf -2.
Screening COC(=O)c1c(-c2cc(OC)c(OC)c(OC)c2)c2ccnc(OCc3ncccn3)c2c(=O)n1Cc1ccnc(C)c1 returned 14-3-3g Raf -1.
For O=c1[nH]nc(SCc2ccccc2Cl)c(=O)[nH]1 the results were 14-3-3g Raf 0.
Screening O=C(CCS(=O)(=O)c1cccc2nonc12)N1CCCCC1 returned 14-3-3g Raf -6.
